Compound activity: PubChem BioAssay, Broad Institute
CFTR F508del cor: correctors of CFTR F508del function in bronchial epithelial cells. CFBE cells, YFP halide quenching; stimulated with forskolin plus potentiator P3; % fluorescence drop versus neutral controls. activity (quench increase), % at 7.58 µM. 0.36% of 350,000 active;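 active = mean added fluorescence quench of at least 8% versus neutral control, with both replicates also reaching 8%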;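 note: cells transiently co-express mutant CFTR-F508del with the halide-sensitive YFP; corrector assay measuring rescue of mutant channel to the surface after 24 h compound exposure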
miR-122 sensor: miR-122 inhibition in Huh7 cells; 0.3% of 340,000 active; activation (reporter increase), % at 12.5 µM; Huh7 miR-122 Renilla luciferase sensor, 48 h; neutral wells = 0, positive control = 100;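 active = mean replicate activation score at least 90 and every replicate individually at or above 90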;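 note: higher luciferase means less miR-122 activity so hits act as miR-122 inhibitors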
PAX8 inh HTS: PAX8 transcriptional activity inhibition. 1.2% of 360,000 active. inhibition, % at 12.6 µM. AID 652154. RMG-I TPO-luciferase reporter, SteadyGlo, 24 h;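 active = mean replicate inhibition at least 60% with every replicate also reaching 60%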;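 note: luciferase light reporting Pax8 driven TPO promoter activity; plate controls were median of neutral control wells for no effect and mitoxantrone controls for full effect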
GSIS activator: GLuc luminescence reporter in INS-1E cells, primary screen for activators of glucose-dependent secretion of insulin. INS-1E GLuc reporter insulin secretion, 2-3 h. AID 743287. activation, % at 16.6 µM. 0.61% of 370,000 active;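 active = lowest replicate activation of at least 40%, so every replicate reaches that level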;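 note: 0% = median of neutral control wells and 100% = median of IBMX positive control wells; some compounds called inactive have numbers as strong as hits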
FN deposition inh: fibronectin deposition inhibition | AH1F fibroblasts, Alexa488-fibronectin deposition fluorescence, overnight | inhibition, % at 12.6 µM | 0.086% of 350,000 active | AID 743247;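 active = mean inhibition across replicates of 30% or more, regardless of how many single replicates reach that level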;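 note: positive control wells lacked labelled fibronectin entirely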
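Assay system: AH1F fibroblasts / Quantity: 10000 cells per well / Medium: DMEM plus 2% serum, read in PBS / Reagent: labelled fibronectin 24 nM / Dosing: single dose, pinned / Times: 1 h cell attachment, overnight exposure to compound and label / Signal: fluorescence, ex 485 nm, em 525 nm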
DENV2 CPE rescue: DENV2-induced cell death inhibition | DENV2-infected cells, cytopathic effect rescue, plate reader | CPE inhibition, % at 9.99 µM | 1.7% of 350,000 active | AID 651640; in the data active = CPE inhibition above about 20%, passing the limit was not always enough; tested in BHK-21 cells;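 note: 0% = median of neutral control wells and 100% = median of positive control wells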
EWS-Fli inh: blocks EWS/Fli oncoprotein-driven transcription. A673 NR0B1-luciferase reporter, viability-normalised. inhibition, % at 12.6 µM. 0.67% of 350,000 active;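 active = mean inhibition of at least 50% after viability correction, with every replicate also passing that limit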;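 note: firefly luciferase signal divided by Alamar Blue viability fluorescence both relative to DMSO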
Numbers without * were called inactive; / = no result given; [ ] = remark or other dose.

SMILES	CFTR F508del cor	miR-122 sensor	PAX8 inh HTS	GSIS activator	FN deposition inh	DENV2 CPE rescue	EWS-Fli inh
CCOC(=O)C1CCN(CC(=O)Nc2ccc(OC)c(Cl)c2)CC1	4.0	0	-3	3	/	1	-5
CCNC(=O)/C(=C\c1ccccc1)NC(=O)/C=C/c1ccccc1	/	2	1	10	/	/	/
Cc1cc(=O)c(C(=O)O)nn1-c1ccccc1	-0.8	1	5	-4	-6	2	1
C#CC(=O)N(c1cccc(OC)c1)C(C(=O)NC1CCCC1)c1cccs1 (stereo not drawn)	-10	-28	/	146*	/	-6	44
CC=Cc1ccc2n(c1=O)C[C@H]1[C@H](CO)[C@@H](C(=O)NCC(F)(F)F)N(CCC)[C@@H]21 (mixture of isomers)	1.3	-3[16.7 µM]	0	9	/	3	4
O=C(Nc1sc2c(c1C(=O)O)CCCC2)C(=O)N1CCOCC1	-1.5	-4	-42	3	3	-3	/
CCOCCCNC(=O)C1CCN(c2cc(C)nc3c(-c4ccc(OC)c(OC)c4)c(C)nn23)CC1	/	-4	10	/	6	/	/
O=C(CCc1nnc(Cc2ccc(-c3ccccc3)cc2)o1)NCCc1cccnc1	-0.2	-15	2	-23	-5	/	13
O=C(N[C@H]1CC[C@@H](CC(=O)N2CCCCC2)O[C@H]1CO)c1ccccn1	-2.2	/	4	6	16	4	0
CCC(C)Oc1ccc(/C=C/c2[nH]c(=O)[nH]c(=O)c2[N+](=O)[O-])cc1OC (stereo not drawn)	/	-3	9	-46	/	-4	10
Cc1cccc(C)c1OCc1nnc(SCC(=O)Nc2ccccc2F)o1	-1.1	4	-13	-6	-2	-1	0
C[C@]12c3[nH]c4ccc(Cl)cc4c3CCN1C(=O)[C@@H](CC(=O)NCc1cccc(C(F)(F)F)c1)C[C@@H]2C(=O)N1CCOCC1	4.3	-15	37	-40	/	-8	2
Clc1ccc(CSc2nnc3c(n2)[nH]c2ccccc23)cc1	0.9	1	-1	4	-13	8	5
Cc1c(CC(=O)NCCCC(=O)O)c(=O)oc2cc3occ(-c4ccccc4)c3cc12	1.0	-30	-20	1	-3	-5	3
Cc1n(-c2ccccc2)c2ccc(Cl)cc2[n+]1CCO	-4.0	/	7	15	-3	-4	-5
O=[N+]([O-])c1ccc(Cl)c(S(=O)(=O)Nc2ccc3cn[nH]c3c2)c1	1.6	/	/	3	-4	6	4
CCCC(=O)OCCNc1cc(SCc2ccco2)c2nonc2c1[N+](=O)[O-]	/	/	24	-34	4	/	/
O=C1C=C(c2ccc(-c3ccccc3)cc2)C[C@@H](c2ccc(F)cc2)C1	-0.5	1	4	24	-7	-2	3
O=C(NCC1CC1)[C@H]1[C@H](CO)[C@H]2Cn3c(cccc3=O)[C@H]2N1C(=O)CC1CC1	-0.4	1[16.7 µM]	/	0	/	-6	1
C/C(CC(=O)Nc1ccc(N(C)C)cc1)=N\NC(=O)c1ccc(F)cc1	0.9	5	-104	-1	-6	1	-98
CC12CC3CC(C)(C1)CC(C(=O)N1CCN(C(=O)c4ccco4)CC1)(C3)C2	-3.4	1	12	-13	/	-11	11
O=C(NC1CCCCC1)N1CCC(n2cnc3ccccc32)CC1	/	-5	2	/	2	/	/
C[C@@]12C(=O)OC(=O)[C@]1(C)C1CCC2O1	-4.9	-16	112*	-23	41*	8	0
C#CCOc1c(Cl)cc(/C=C2/C(=O)ON=C2C)cc1OCC	3.1	-3	24	-11	-4	6	-4
C[C@@H]1CCCCO[C@H](CN(C)Cc2ccc(C(=O)O)cc2)[C@@H](C)CN([C@@H](C)CO)C(=O)c2cc(NS(=O)(=O)c3ccccc3)ccc2O1	2.5	-6[16.7 µM]	-9	12	3	2	0

(list continues)
SMILES	CFTR F508del cor	miR-122 sensor	PAX8 inh HTS	GSIS activator	FN deposition inh	DENV2 CPE rescue	EWS-Fli inh
O=[N+]([O-])c1cccc(SSc2cccc([N+](=O)[O-])c2)c1	6.1	/	-12	27	-20	1	0
COc1cccc(NC(=O)N[C@@H]2CC[C@H](CC(=O)NCc3ccccn3)O[C@@H]2CO)c1	-1.4	/	7	-11	11	-4	-1
Cc1ccnc(SCc2cc(=O)c(OC(=O)c3cccs3)co2)n1	-3.0	7	4	-26	-1	2	1
COc1ccc(C(=O)CN2C(=O)c3ccccc3C2=O)c(OC)c1C	-0.7	-6	/	20	/	13	-12
CC(NC(=O)Cc1ccsc1)c1ccc(F)cc1 (stereo not drawn)	1.5	-5	5	6	3	-2	-2
Cc1c(Cl)cccc1NC(=O)COC(=O)c1ccc(CN2CCCC2=O)cc1	1.8	/	-20	8	-5	-6	3
CCc1c(C)nc(SC(C(=O)O)c2ccccc2)c(C#N)c1C (stereo not drawn)	/	-11	-5	9	1	/	/
CCC1(C)OC(=O)N2CCc3c(C)[nH]c4c(C)ccc(c34)C21C (stereo not drawn)	0.4	/	16	5	-1	-2	-1
COc1ccc(NC(=O)N(C)C[C@H]2Oc3ccc(NC(=O)NC4CCCCC4)cc3C(=O)N([C@@H](C)CO)C[C@H]2C)cc1	-1.9	-6[16.7 µM]	11	-1	/	2	5
COCc1cc(C)n(CC(=O)OC)c(=O)c1C#N	-1.1	/	-21	5	-1	15	-10
O=C(c1ccccc1)N1CC[C@@H]2[C@H](CO)Nc3ccc(-c4ccc(F)cc4)cc3[C@@H]21	-1.2	-7[16.7 µM]	-5	3	3	32*	-1
Cc1nnc(SCC(=O)NNC(=O)c2ccco2)n1-c1cccc(Cl)c1	-1.8	/	1	6	2	-6	-13
Cc1ccc(OC(=O)NC2CCS(=O)(=O)C2)cc1C (stereo not drawn)	-0.9	2	/	4	/	1	-5
O=C(NC(NC(=S)Nc1c(Cl)cccc1Cl)C(Cl)(Cl)Cl)OCc1ccccc1 (stereo not drawn)	-0.8	/	0	14	11	1	7
O=C(Nc1ccc2c(c1)OCO2)N1CCN(Cc2ccco2)CC1	-3.3	/	-51	-2	/	-6	-11
CC(/C=C/c1ccc2c(c1)OCO2)=N/NC(=O)C1COc2ccccc2O1 (stereo not drawn)	-3.7	/	/	-5	-2	-3	-5
Cc1ccc(-c2ccc([C@@H]3[C@@H](CO)N4C(=O)CN(C(=O)Nc5ccc(F)cc5)C[C@H]34)cc2)cc1	1.8	/	/	-23	/	11	3
COc1ccc2oc(N)c(C=O)c(=O)c2c1	0.0	5	8	11	-5	-2	-11
CN(C(=O)c1cccc(NC(=O)Cc2cccc(NC(=O)C3CCN(C(=O)C4CCCC4)CC3)c2)c1)C1CC1	-0.4	0	5	-7	6	-6	4
Cc1ccc2c(c1)C(O)(CC(=O)/C=C/C=C/c1ccccc1)C(=O)N2 (stereo not drawn)	/	/	-1	-8	-6	/	/
CCOC(=O)NC(O)C(=O)c1cccs1 (stereo not drawn)	/	-5	-1	/	-6	/	/
O=C(Nc1ccccc1)[C@@H]1[C@@H](CO)[C@@H]2Cn3c(cccc3=O)[C@@H]2N1C(=O)C1CC1	-1.1	0[16.7 µM]	/	3	/	-8	2
CCc1nc2c(OCC(=O)C(C)(C)C)cccn2c1N(C)C(=O)Nc1ccccc1OC	2.7	-3	15	/	/	-5	-3
CN1C(=O)c2cc(NC(=O)c3ccc(F)c(F)c3)ccc2OC[C@H]2O[C@@H](CC(=O)N3CCCCC3)CC[C@H]21	0.4	-8[16.7 µM]	8	-9	-9	/	-1
COc1ccccc1CNC(=O)CN(C)S(=O)(=O)c1ccc2c(c1)c(=O)n(C)c(=O)n2C	3.2	-5	-12	-1	1	-8	-3

The list continues.
SMILES	CFTR F508del cor	miR-122 sensor	PAX8 inh HTS	GSIS activator	FN deposition inh	DENV2 CPE rescue	EWS-Fli inh
C[C@H]1CN([C@@H](C)CO)C(=O)c2cccc(NS(C)(=O)=O)c2O[C@H]1CN(C)S(=O)(=O)c1cn(C)cn1	-0.4	8[16.7 µM]	/	5	-12	4	2
COCC(=O)Nc1ccc2c(c1)[C@@H]1C[C@H](CC(=O)N(C)C)O[C@@H](CO)[C@@H]1O2	1.0	0[16.7 µM]	-5	7	-11	30*	17
Cc1ccc([N+](=O)[O-])cc1NC(=O)c1c(-c2ccccc2)noc1C	2.1	-1	51	20	0	-2	-4
Cc1ccc(S(=O)(=O)N2CCCCC2)cc1C(=O)c1nccn1C	/	-2	/	12	-5	/	/
N#C/C(=C(/O)c1ccc([N+](=O)[O-])cc1)c1nnc2n1CCCCC2	-1.6	/	-3	2	0	-4	-11
NC(=O)Nc1cccc2ccccc12	/	/	-1	15	3	/	/
Cc1onc(-c2ccccc2)c1C(=O)NNC(=S)NC(=O)c1ccc2c(c1)OCO2	1.4	/	11	-15	0	-4	-5
CO[C@@H]1CN(C)C(=O)c2cc(NS(=O)(=O)c3ccccc3C)ccc2OC[C@H](C)N(C)C[C@@H]1C	0.3	0[16.7 µM]	-8	4	11	2	5
COc1ccc(S(=O)(=O)N2CCCCC2)cc1C(=O)N1CCCCCC1	-0.6	3	7	4	/	-6	/
O=C(NCc1ccccc1)c1cc(S(=O)(=O)N2CCCCC2)ccc1N1CCOCC1	-2.4	6	0	0	10	-8	11
COc1ccc(SC[C@H](CC(C)C)N2CCN(C)CCC2=O)cc1	-4.5	0	-33	-12	6	4	-55
C[C@@H]1CN([C@H](C)CO)C(=O)c2cc(C3=CCCC3)cnc2O[C@@H]1CN(C)C(=O)c1cccnc1	-0.7	-10[16.7 µM]	-1	-8	/	0	-4
CC(=O)c1c(N2CCN(c3ccc(F)cc3)CC2)nc(=S)n(Cc2ccccc2)c1C	/	3	22	-5	-9	-2	-4
COc1ccc(-c2cn(CC[C@@H]3CC[C@H](NC(=O)Cc4ccccn4)[C@H](CO)O3)nn2)cc1	3.3	/	90*	-7	/	-4	3
Clc1ccc(-c2nc3ccccn3c2CN2CCCCC2)cc1	/	4	-25	4	6	2	-3
COc1cc(CCC(=O)OCC(=O)N(CCC#N)c2ccccc2)cc(OC)c1OC	1.3	-3	1	6	1	-4	10
CCc1ccc(Nc2c([N+](=O)[O-])c(=O)oc3ccccc23)cc1	-2.6	/	-10	/	-6	9	11
Cc1ccccc1NC(=S)Nc1ccc2[nH]c(=O)[nH]c2c1	0.2	-7	-9	14	2	-3	-1
COc1ccc2oc(C(=O)N(C)CCOc3ccc(Cl)cc3)c(C)c2c1	-2.5	-2	5	21	/	-14	/
C[C@H](CO)N1C[C@H](C)[C@@H](CN(C)S(=O)(=O)c2cn(C)cn2)Oc2ccc(NS(=O)(=O)c3ccc(F)cc3)cc2CC1=O	-2.5	0[16.7 µM]	-14	31	/	9	-2
COC(=O)c1sc2nc(SCC(=O)N(C)c3ccccc3)n(N)c(=O)c2c1C	3.7	1	0	-6	2	0	4
O=C(Cn1cnc2c(oc3nc4c(cc32)CCCC4)c1=O)Nc1cccc(Cl)c1	-3.4	/	-18	0	-9	-4	28
COc1ccc(C2C3=C(CC(C)(C)CC3=O)Oc3ncn(CCO)c(=N)c32)cc1OC (stereo not drawn)	/	2	/	28	-7	/	/
C[C@@H]1CN([C@H](C)CO)C(=O)c2cccc(NC(=O)Nc3ccc4c(c3)OCO4)c2O[C@H]1CN(C)Cc1ccc(C(F)(F)F)cc1	1.2	/	-15	-7	/	-2	/

Arranged by the number under GSIS activator (largest number first): three of the compounds above.
mol	CFTR F508del cor	miR-122 sensor	GSIS activator
C[C@H](CO)N1C[C@H](C)[C@@H](CN(C)S(=O)(=O)c2cn(C)cn2)Oc2ccc(NS(=O)(=O)c3ccc(F)cc3)cc2CC1=O	-2.5	0[16.7 µM]	31
COc1ccc2oc(N)c(C=O)c(=O)c2c1	0.0	5	11
C[C@H]1CN([C@@H](C)CO)C(=O)c2cccc(NS(C)(=O)=O)c2O[C@H]1CN(C)S(=O)(=O)c1cn(C)cn1	-0.4	8[16.7 µM]	5

The order is random; 3.9% or so of the library scored in one or more.
